High-throughput results as filed in PubChem.
AP ELISA ortho – alternative pathway complement inhibition, orthogonal assay | inhibition, % at 5 µM | Human serum alternative complement pathway, LPS-coated ELISA, C3 deposition; tested in compound mixtures | actives 0.08% (n = 62,000) | AID 1235;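 active = inhibition above 30% in each of the two pooled mixtures holding the compound, so the lower value exceeds 30%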;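 also: 0% = serum in Mg-EGTA without compound and 100% = EDTA serum blank; some compounds past the cut are filed as inactive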
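Medium: diluted human serum in Mg2+-EGTA GVB++. Assay system: human serum complement alternative pathway, C3 deposition onto LPS. Also added: Plate-bound LPS. Technique: Anti-C3 ELISA, OD 450 nm. Measure: percent inhibition. Incubation: 1 h at 37 °C. Dosing: 5 µM each compound, pools of ten, 50 µM per pool.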
CatB mix inh – inhibitors of human cathepsin B in compound mixtures; actives 0.06% (n = 62,000); AID 488; Purified cathepsin B, AMC dipeptide fluorescence; inhibition, %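 (ten-compound pools at 5 µM per compound and 50 µM total)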; in the data active = inhibition above about 22%, passing the limit was not always enough; inconclusive = no clear call, values can overlap the other calls;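 also: 0% = enzyme without compound and 100% = no enzyme blank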
D1 mod – D1 dopamine receptor (human) allosteric modulation | actives 5.9% (n = 58,000) | B-score at 10 µM | P21728 | HEK293 D1, CRE-luciferase, dopamine EC30 potentiation; actives deviate in either direction | AID 641;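 active = luminescence count or its row- and column-corrected plate score outside the 99.7% band of the plate's sample wells, on either side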
Target sequence (P21728 whole entry, looked up): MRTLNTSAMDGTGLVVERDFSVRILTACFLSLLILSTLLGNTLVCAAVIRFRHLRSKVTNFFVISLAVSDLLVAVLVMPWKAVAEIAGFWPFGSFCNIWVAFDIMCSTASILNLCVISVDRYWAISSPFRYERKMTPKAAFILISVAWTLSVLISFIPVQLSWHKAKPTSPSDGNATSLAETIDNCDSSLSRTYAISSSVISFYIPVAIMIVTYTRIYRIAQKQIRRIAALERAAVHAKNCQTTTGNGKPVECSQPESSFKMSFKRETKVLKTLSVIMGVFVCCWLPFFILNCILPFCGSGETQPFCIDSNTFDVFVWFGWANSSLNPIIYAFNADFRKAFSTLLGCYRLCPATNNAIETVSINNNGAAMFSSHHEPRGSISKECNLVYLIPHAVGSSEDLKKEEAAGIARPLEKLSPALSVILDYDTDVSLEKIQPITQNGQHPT
Cdc25B inh – human M-phase inducer phosphatase 2 inhibition | P30305 | inhibition, %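 (compounds tested at 10 µM final in the well)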 | AID 368 | actives 0.1% (n = 65,000) | recombinant Cdc25B, OMFP fluorescence Ex485/Em525; in the data active = inhibition above about 50%
CatB inh – human cathepsin B inhibition; AID 453; inhibition, %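 (tested at 10 µM)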; purified cathepsin B, fluorogenic substrate, fluorescence; P07858; actives 0.1% (n = 63,000); in the data active = inhibition above about 21%;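 also: 0% = enzyme with no compound and 100% = no enzyme blank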
Hsp90 block – displaces geldanamycin probe from tumor Hsp90. AID 429. P07900. inhibition, % at 30 µM. NCI-N417 lysate Hsp90, Cy3B-geldanamycin FP displacement. actives 0.35% (n = 64,000);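 active = inhibition above 50%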;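 also: 0% = tracer plus lysate wells and 100% = tracer alone without lysate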
DUSP1 inh – blocks human MKP-1 phosphatase activity; inhibition, %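 (compounds tested at a single concentration somewhere between 10 and 100 µM)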; actives 0.15% (n = 65,000); P28562; recombinant MKP-1, OMFP hydrolysis fluorescence;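 active = inhibition above about 50%, limit read from the data; inconclusive = inhibition over screen mean plus 3 SD, below that limit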;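 also: 0% = DMSO max control wells and 100% = wells with enzyme stopped by NaOH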
Target sequence (P28562 whole entry, looked up): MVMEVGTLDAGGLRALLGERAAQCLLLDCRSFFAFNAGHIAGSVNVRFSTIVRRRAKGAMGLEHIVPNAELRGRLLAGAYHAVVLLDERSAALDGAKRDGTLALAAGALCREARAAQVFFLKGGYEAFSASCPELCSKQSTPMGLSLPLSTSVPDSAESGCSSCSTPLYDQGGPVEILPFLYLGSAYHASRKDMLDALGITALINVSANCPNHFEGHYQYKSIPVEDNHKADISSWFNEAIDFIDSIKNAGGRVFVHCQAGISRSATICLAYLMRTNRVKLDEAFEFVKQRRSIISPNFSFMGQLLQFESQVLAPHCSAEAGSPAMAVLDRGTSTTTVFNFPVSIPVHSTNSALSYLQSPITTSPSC
E coli RNAP – blocks E. coli RNA polymerase transcription | P0A8V2 | inhibition, %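 (tested at 10 µM)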 | AID 559 | actives 0.2% (n = 62,000) | fluorescence transcription assay; in the data active = inhibition above about 20%;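 also: 0% = enzyme without compound and 100% = no enzyme blank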
Ecoli tolC – blocks growth of E. coli BW25113 tolC mutant | OD615 | growth inhibition, % at 10 µM (by protocol) | actives 2.2% (n = 65,000);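 active = growth inhibition at or above a cutoff equal to the mean over every tested compound plus 3 SD, cut at about 60% in these data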;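 also: growth measured after 20 h incubation at 37 °C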
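Test system: tolC-deleted E. coli BW25113 | Medium: LB with kanamycin 50 µg/mL | Compound dosing: Single concentration, 10 µM final per compound | Schedule: 37 °C, 20 h exposure | Measured by: OD at 615 nm | Evaluation: Percent growth inhibition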
* = called active by the depositor; ? = inconclusive; nt = not tested or not shown. Hits appear at their usual frequency (roughly 7.6% active in at least one column).

Preview, three compounds:
SMILES	AP ELISA ortho	CatB mix inh	D1 mod	Cdc25B inh	CatB inh	Hsp90 block	DUSP1 inh	E coli RNAP	Ecoli tolC
COCC(=O)Nc1nnc(COc2ccccc2)s1	19	-9	0.91	-3	2	-4	6	-3	-13
CCOC(=O)c1ccc(CNC(=O)c2cc(C(C)(C)C)oc2C)o1	20	3	1.2	-1	-7	-10	-1	0	51
CCN(CC)c1ccc(NC(=O)Nc2ccc(C(C)=O)cc2)cc1	-1	-2	nt	-2	-1	-8	8	-6	-13

The listing (from the top)
SMILES	AP ELISA ortho	CatB mix inh	D1 mod	Cdc25B inh	CatB inh	Hsp90 block	DUSP1 inh	E coli RNAP	Ecoli tolC
COCC(=O)Nc1nnc(COc2ccccc2)s1	19	-9	0.91	-3	2	-4	6	-3	-13
CCOC(=O)c1ccc(CNC(=O)c2cc(C(C)(C)C)oc2C)o1	20	3	1.2	-1	-7	-10	-1	0	51
CCN(CC)c1ccc(NC(=O)Nc2ccc(C(C)=O)cc2)cc1	-1	-2	nt	-2	-1	-8	8	-6	-13
O=C(CN1C2=NCCN2c2ccccc21)c1ccco1	-16	4	-0.31	1	5	-5	-15	12	-11
C=CCOc1ccc(/C(O)=C2/C(=O)C(=O)N(CCN3CCOCC3)C2c2ccc(C)cc2)cc1 (stereo not drawn)	20	-2	0.28	1	-1	0	6	-1	8
CCN(CC)S(=O)(=O)c1cccc(-c2nnc(SCC#N)n2Cc2ccccc2)c1	9	4	0.42	3	-1	-5	1	6	1
Cc1nc(N2CCN(Cc3ccccc3)CC2)[nH]c(=O)c1C	12	-7	0.52	5	2	1	-9	nt	-16
Cn1nc(C(=O)N2CCN(S(=O)(=O)c3ccccc3)CC2)c2ccccc2c1=O	0	8	-0.09	-9	-1	-1	9	9	-8
COc1ccc(NC(=O)c2cc(OC)c(OC)c(OC)c2)cn1	13	3	0.94	-15	-1	0	11	6	11
COc1ccc(C(=O)N(CN2CCCC2=O)c2ccccc2OC)cc1OC	-5	-2	-0.033	-13	2	3	-3	-9	-2
COc1ccc(-c2cc(C(=O)N3CC4(C)CC3CC(C)(C)C4)no2)cc1OC (stereo not drawn)	2	3	0.96	-18	-2	-2	37	4	71*
CCC1(C)CC(c2csc(N)n2)CCO1 (stereo not drawn)	3	3	0.052	-3	2	1	3	3	-13
CCc1ccc(C(=O)NCc2cccs2)s1	-3	3	0.23	-9	3	nt	-9	7	-3
CCNC(=O)NCCc1c[nH]c2ccc(Cl)cc12	2	-4	-0.052	4	2	-5	-5	7	-7
Cc1cc(NC(=O)c2cnc3ccccn3c2=O)no1	1	3	nt	-5	5	-1	-8	7	-12
Cn1c(=O)[nH]c(=O)c2c1nc(NC1CCCCC1)n2CCO	21	2	1.9	-14	2	-3	5	-1	-18
CCc1nnc(NC(=O)CSc2nnc(-c3ccoc3C)n2-c2ccc(C)cc2)s1	-15	3	3.1	3	6	-3	-2	11	16
CCOc1ccc(CCNC(=O)C2CCN(S(=O)(=O)N3CCOCC3)CC2)cc1OCC	5	3	0.46	-10	4	0	12	6	-8
Cn1c(SCc2nc3ccccc3s2)nnc1-c1cccs1	0	4	-0.58	-9	1	-3	-1	10	15
CCC(C)NC(=O)CN1C(=O)CC(C)(C)S(=O)(=O)c2ccccc21 (stereo not drawn)	2	5	-0.55	-8	19	0	-7	6	4
CN1C(C)(C)CC(NC(=O)CCC(=O)NC2CC(C)(C)N(C)C(C)(C)C2)CC1(C)C	10	-3	0.0063	-11	4	-3	2	7	-16
COc1ccccc1-n1c(SCC(=O)Nc2ccccc2F)nc2[nH]ncc2c1=O	8	5	nt	0	5	-2	27	3	4
CC1CCc2nn(CC(=O)NCc3ccco3)cc2C1 (stereo not drawn)	6	0	0.034	5	-1	0	2	8	3
COC(=O)c1ccccc1NC(=O)CNC(=O)c1ccco1	-2	2	0.27	7	8	2	6	9	-1
Cc1cccc(NC(=O)c2ccc(S(=O)(=O)N(C)C)cc2)c1	5	1	-1.2	-15	2	-4	-6	3	18
Cc1onc(-c2ccccc2Cl)c1C(=O)Nc1cccc(-c2cn3cccnc3n2)c1	-5	2	-0.79	-7	-7	-3	32	-12	6
COC(=O)CSc1nc2ccc(NC(C)=O)cc2s1	-11	-2	0.92	-9	-2	0	-26	7	2
COc1ccc(-n2ccc(=O)c3c2CCCC3=O)cc1	nt	nt	nt	24	-3	-2	-19	10	0
Cc1cc(NC(=O)C23CCC(C)(c4nc5cc(Cl)c(Cl)cc5nc42)C3(C)C)no1 (stereo not drawn)	5	5	0.078	-2	3	-3	3	9	-13
CCC(=O)Nc1ccc(N2CCN(C(=O)c3ccccc3C)CC2)cc1	18	7	-0.61	-4	-6	7	3	4	-22
COC(=O)c1ccc(CSc2nnc(SCc3ccc(C(=O)OC)o3)s2)o1	17	3	0.33	3	4	-7	15	14	-1
CC(=O)Nc1nonc1NC(=O)CSc1ncn[nH]1	0	-1	-0.24	13	2	-5	1	-1	-21
COc1ccc(C2/C(=C(\O)c3ccc4c(c3)OCCO4)C(=O)C(=O)N2CCCN(C)C)c(OC)c1 (stereo not drawn)	3	6	1	6	1	-2	-17	11	-18
CCCC(=O)Nc1ccc(NC(=O)c2ccccc2Cl)nc1	-5	2	0.68	-6	-2	1	-6	8	-8
COCCNC(=O)c1cc2c(-c3ccccc3F)nn(C)c2s1	11	3	0.038	6	4	0	-3	2	0
COc1ccccc1C(=O)n1nc(-c2ccc(Cl)cc2)nc1N	19	5	0.86	-12	-1	0	-5	0	9
O=C(NCc1ccccn1)C1CCN(S(=O)(=O)c2cccs2)CC1	8	4	0.18	-3	3	4	27	6	-15
Cc1cc(Cl)ccc1OCCCC(N)=O	-2	-1	0.014	-8	-4	0	-3	7	6
Cc1ccc(C2CC(=O)N3CN(Cc4ccco4)CSC3=C2C#N)cc1 (stereo not drawn)	9	-2	-0.44	7	-2	0	-3	1	-8
Cc1nc2ccccc2c2oc(C(=O)NCc3ccc4c(c3)OCO4)cc12	23	3	-2.2	1	6	0	?	8	22

Reformatted in CSV form: 2 of the compounds above.
Molecule,AP ELISA ortho,CatB mix inh,D1 mod,Cdc25B inh,CatB inh,Hsp90 block,DUSP1 inh,E coli RNAP,Ecoli tolC
COc1ccccc1C(=O)n1nc(-c2ccc(Cl)cc2)nc1N,19,5,0.86,-12,-1,0,-5,0,9
O=C(NCc1ccccn1)C1CCN(S(=O)(=O)c2cccs2)CC1,8,4,0.18,-3,3,4,27,6,-15

Next records:
SMILES	AP ELISA ortho	CatB mix inh	D1 mod	Cdc25B inh	CatB inh	Hsp90 block	DUSP1 inh	E coli RNAP	Ecoli tolC
Cc1ccc(S(=O)(=O)NCc2cn3ccsc3n2)c(C)c1	7	2	nt	-2	-3	0	-5	19	-7
COc1c(Cl)cc(Cl)cc1/C=N/n1cnnc1	8	4	0.68	22	3	-2	-4	3	-12
O=C(NCCc1ccccn1)c1n[nH]c(=O)c2ccccc12	-10	9	0.99	-17	12	0	23	6	-3
COc1ccc(-c2noc(CCC(=O)NCc3cccnc3)n2)cc1OC	4	5	1.4	5	5	-5	-14	11	-12
O=C1C2CCCN2C(c2cccs2)N1c1ccc(Cl)cc1 (stereo not drawn)	11	3	-0.37	1	3	-3	2	6	-24
CCC1CCCCN1S(=O)(=O)c1ccc(S(=O)(=O)N2CCN(S(=O)(=O)CC)CC2)cc1 (stereo not drawn)	16	6	-0.39	-15	0	-3	26	-2	-2
O=C(NC(=O)c1ccccc1)OCC(F)(F)F	7	0	-0.59	-3	1	0	6	11	-15
O=C(c1cc2nc(C3CC3)cc(C(F)F)n2n1)N1CCOCC1	6	3	-0.31	-4	6	-13	23	12	-8
COC(=O)CC1=C(C(=O)OC)C(c2cccs2)C(C#N)=C(N)O1 (stereo not drawn)	1	-1	-0.46	-14	-3	-5	-3	3	-8
COc1ccccc1Cc1nc(-c2ccc(Br)o2)no1	17	2	nt	2	2	-6	4	3	61*
CCOC(=O)c1c(C)nc(-c2ccccc2)nc1NC(=O)C(C)C	19	-3	1.6	-5	-2	9	-10	7	0
CCCOC(=O)c1ccc(Oc2cn[nH]c2-c2ccc(OCC)cc2O)cc1	6	-2	nt	-7	5	0	7	6	70*
CCN(CC)C(=O)CSc1nnc(-c2cccnc2)n1CCc1ccccc1	9	0	-0.65	1	0	0	18	7	-5
O=C(OCc1c(Cl)cccc1Cl)c1cnccn1	19	6	nt	-20	4	1	1	11	1
CCCSC1=C(C#N)C(c2ccc(Cl)cc2Cl)CC(=O)N1 (stereo not drawn)	nt	nt	2.2	-14	nt	-1	4	nt	24
COC(=O)CSc1nnnn1-c1ccccc1	3	2	-0.0071	-1	2	-3	9	11	-5
CCN(CC)CCNC(=O)C1CCC(=O)N(c2ccc(OC)cc2)C1c1ccc(F)cc1 (stereo not drawn)	9	4	nt	-5	1	nt	12	5	-5
O=C1NC2(CCCc3ccccc32)C(=O)N1Cc1nnc(-c2ccccc2Br)o1 (stereo not drawn)	10	2	nt	-12	3	-7	7	9	11
O=C(c1cc2ccccc2oc1=O)N1CCSC1c1ccco1 (stereo not drawn)	12	6	-0.2	-22	2	-5	-1	13	-5
COC(=O)c1ccsc1NC(=O)C1COc2ccccc2O1 (stereo not drawn)	29	4	4.5	7	1	-1	6	2	40
CNC(=O)c1c(NC(=O)c2nc3ccccc3s2)sc2c1CCC2	8	3	-0.1	4	4	-5	13	11	9
CC1(C)Oc2ccc(C(=O)N3CCOCC3)cc2N(CC(=O)Nc2ccccc2)C1=O	-1	0	0.093	-8	1	1	9	0	3
COCCCn1c(Cc2ccccc2)nnc1SCC(=O)N1CCCCC1	-2	2	-0.72	-13	4	-5	2	8	-13
COc1cccc(NC(=O)c2ncn[nH]2)c1	17	5	-0.023	-1	-6	-1	24	1	7
O=C(NCCN1CCc2ccccc2C1)C1CCN(S(=O)(=O)N2CCC3(CC2)OCCO3)CC1	5	3	-0.56	-9	0	-1	32	1	-26
COc1ccccc1NC(=O)CSc1nc2ncccc2[nH]1	4	0	-1.9	-3	-2	-1	8	2	2
Cc1ccc(NC(=O)c2ocnc2C)cc1Cl	3	3	0.32	-15	1	-5	23	7	-5
O=C(c1ccc(CS(=O)(=O)c2ccc(Br)cc2)o1)N1CCOCC1	14	2	-0.82	-7	-1	-3	13	3	-12
Cc1csc(NC(=O)CSc2nc3sc(C)c(C)c3c(=O)[nH]2)n1	-13	1	-0.0051	8	-1	-17	19	8	-6
Cn1cnnc1SCC(=O)c1cc2ccccc2oc1=O	3	1	-0.026	-2	2	-20	-11	5	-10
CCOc1ccccc1NC(=O)Cn1nnc(C(=O)NCc2ccco2)c1N	18	0	0.0041	12	2	0	-10	7	-1
Cc1nc(NCCCO)c(C#N)c2c1COC(C)(C)C2	nt	nt	nt	11	-1	1	-22	-2	4
O=C(Nc1cccc(-c2nnn(CC(=O)N3CCc4ccccc4C3)n2)c1)C1CCC1	8	1	0.49	0	5	-7	31	4	16
COc1cc(C(c2nnnn2C2CCCC2)N2CCc3ccccc3C2)ccc1O (stereo not drawn)	1	-6	0.073	-8	2	-2	6	7	-5
O=C(OC(C(=O)NC1CCCC1)c1ccc(F)cc1)c1ccno1 (stereo not drawn)	13	3	1.4	-8	1	1	-1	1	17
CCOC(=O)c1ccc2[nH]c3c(c2c1)CCCCC3=O	14	2	0.95	3	2	1	-7	2	6
COC(=O)c1ccccc1NC(=O)Cn1cnc2c1c(=O)n(C)c(=O)n2C	-10	-2	nt	-9	1	-1	-16	-7	0
CCOc1ccc(Br)cc1S(=O)(=O)N1CC(C)OC(C)C1 (stereo not drawn)	11	4	-0.87	3	4	-9	20	-3	8
